Source: PubChem
RPL19A TOR yeast: yeast TOR pathway RPL19A-GFP modulation; S. cerevisiae RPL19A-GFP strain, flow cytometry, 3 h; active compounds read low; percent response vs DMSO, % at 10 µM; 0.3% of 330,000 active; AID 2025;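 active = percent response vs DMSO below 50%; inconclusive = fewer than 70 events counted for the yeast strain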;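 note: median channel GFP fluorescence of the barcoded RPL19A-GFP strain; ratio of sample median GFP to plate DMSO average so 100% = DMSO; lower means less RPL19A-GFP as with rapamycin TOR inhibition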
LAP4-GFP MLPCN: alters LAP4-GFP fluorescence in TOR pathway yeast screen; S. cerevisiae LAP4-GFP multiplex, flow cytometry GFP, 3 h; median GFP as percent of DMSO wells; 0.34% of 320,000 active; GFP response vs DMSO, % at 10 µM;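 active = GFP response vs DMSO above a set limit, about the screen mean plus 3 SD, cut at about 150% in these data; inconclusive = under 70 cell events counted for the yeast strain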
AHR act: activators of human aryl hydrocarbon receptor; P35869; AHR-responsive luciferase reporter cells, luminescence; activation, % at 5 µM; 2.5% of 320,000 active; in the data active = activation above about 47%;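 note: 0% = vehicle wells and 100% = reference agonist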
Target sequence (P35869 whole entry, looked up): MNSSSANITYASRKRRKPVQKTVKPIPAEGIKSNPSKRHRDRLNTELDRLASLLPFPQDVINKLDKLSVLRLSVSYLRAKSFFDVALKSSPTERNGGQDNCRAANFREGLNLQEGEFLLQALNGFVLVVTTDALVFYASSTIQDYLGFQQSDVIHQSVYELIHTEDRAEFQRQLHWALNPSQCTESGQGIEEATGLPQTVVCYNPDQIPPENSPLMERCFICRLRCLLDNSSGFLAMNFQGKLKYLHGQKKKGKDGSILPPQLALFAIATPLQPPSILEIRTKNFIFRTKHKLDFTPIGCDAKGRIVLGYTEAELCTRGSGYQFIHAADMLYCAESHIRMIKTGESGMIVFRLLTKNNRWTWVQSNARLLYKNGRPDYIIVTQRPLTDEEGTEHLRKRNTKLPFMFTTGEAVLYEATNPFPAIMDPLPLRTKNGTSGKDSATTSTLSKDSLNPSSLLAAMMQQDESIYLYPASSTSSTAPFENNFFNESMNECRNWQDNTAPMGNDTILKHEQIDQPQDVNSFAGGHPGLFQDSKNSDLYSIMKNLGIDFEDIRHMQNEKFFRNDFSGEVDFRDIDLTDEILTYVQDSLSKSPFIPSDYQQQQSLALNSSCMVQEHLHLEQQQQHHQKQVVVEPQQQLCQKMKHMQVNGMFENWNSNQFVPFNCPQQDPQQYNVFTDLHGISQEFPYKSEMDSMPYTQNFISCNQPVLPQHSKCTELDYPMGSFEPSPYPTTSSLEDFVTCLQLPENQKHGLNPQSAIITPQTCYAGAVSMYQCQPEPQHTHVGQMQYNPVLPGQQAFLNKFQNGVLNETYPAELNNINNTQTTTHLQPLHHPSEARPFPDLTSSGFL
proCasp7 act: counter-screen: procaspase-7 (human) activation. recombinant procaspase-7, Ac-DEVD-pNA absorbance 405 nm; D23A/D198A/D206A triple mutant, cannot self-cleave; scale: DMSO 0, 5 µM enzyme 100. 0.093% of 330,000 active. activation, % at 8.5 µM. P55210;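 active = percent activation above the screen-wide mean plus 3 SD, cut at about 25% in these data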
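Detection: p-Nitroaniline absorbance at 405 nm, read at 0 and 120 min; system: Uncleavable procaspase-7 mutant enzyme; evaluation: % activation from two-timepoint absorbance difference, scaled to controls; times: 1 h enzyme–compound preincubation and 2 h substrate reaction, both 25 °C; buffer or medium: Zinc-free HEPES pH 7.4 with 300 mM NaCl, 0.01% Triton X-100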
proCasp3 act: procaspase-3 (human) activation; recombinant procaspase-3 D3A, Ac-DEVD-pNA absorbance 405 nm; activation, % at 8.5 µM; 0.11% of 330,000 active;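 active = activation above the mean of all tested compounds plus 3 SD, cut at about 21% in these data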;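 note: 0% = DMSO alone and 100% = DMSO wells spiked with extra 5 µM PC-3 D3A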
Target sequence (P42574 whole entry D9A/D28A/D175A): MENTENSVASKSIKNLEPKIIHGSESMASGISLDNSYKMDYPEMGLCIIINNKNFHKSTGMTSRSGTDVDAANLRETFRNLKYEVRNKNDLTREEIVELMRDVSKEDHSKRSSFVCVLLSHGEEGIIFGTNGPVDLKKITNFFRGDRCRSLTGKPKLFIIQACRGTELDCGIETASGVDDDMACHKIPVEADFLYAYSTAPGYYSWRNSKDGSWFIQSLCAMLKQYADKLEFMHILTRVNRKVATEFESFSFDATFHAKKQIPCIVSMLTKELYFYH
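Test system: Procaspase-3 D3A mutant, all three cleavage aspartates alanine | Dosing: Single dose, 8.5 µM nominal compound, 0.8% DMSO | Schedule: 1 h preincubation, 2 h reaction | Technique: 405 nm absorbance of p-nitroaniline, reads at 0 and 120 min | Repeats: One well per compound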
JMJD2C inh: inhibitors of human GASC-1 (JMJD2C) demethylase. inhibition, % at 2.35 µM. Q9H3R0. 0.069% of 330,000 active. GST-JMJD2C(1-420) H3K9me3 demethylation, DELFIA europium;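 active = more than half of a compound's replicate wells show inhibition beyond 50%, single wells judged on their own value; inconclusive = some, but no more than half, of replicates pass 50% inhibition; inactive = no replicate passes 50% inhibition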;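 note: signal counts dimethyl H3K9 product captured on neutravidin plate; 0% = median of DMSO wells and 100% = 0.3 times that DMSO median; strong numbers were not always called active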
MEP2-GFP yeast: modulators of TOR pathway MEP2-GFP in S. cerevisiae; S. cerevisiae MEP2-GFP strain, flow cytometry GFP, 3 h; 100% = DMSO control level; GFP response vs DMSO, % at 10 µM; 0.51% of 330,000 active; AID 2016;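 active = GFP response versus DMSO above a set limit, roughly screen mean plus 3 SD, cut at about 180% in these data; inconclusive = fewer than 70 cells counted for a yeast strain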;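 note: median GFP fluorescence of the barcode-gated MEP2-GFP cells per well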
Yeast superoxide: lowers age-related superoxide in aged yeast cells; 0.18% of 330,000 active; superoxide response (% of plate mean), % at 10 µM; S. cerevisiae aged cells, superoxide DHE fluorescence; active compounds read low;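 active = superoxide response under a set limit, about three screen SD below normal, cut at about 65% in these data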;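 note: yeast aged for seven days with compound at 30 °C before DHE staining; 100% = average MFI of all compound-treated wells on the plate with controls excluded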
* hit, by the source's call; ? = inconclusive; / = no result given; [ ] = another dose, or the depositor's remark.

SMILES	RPL19A TOR yeast	LAP4-GFP MLPCN	AHR act	proCasp7 act	proCasp3 act	JMJD2C inh	MEP2-GFP yeast	Yeast superoxide
NC(=O)c1ccc(-n2nnnc2SCC(=O)Nc2ccc(N3CCOCC3)c(Cl)c2)cc1	95	96	1	15	3	1	92	92
CCc1sc(C(=O)NCc2ccco2)cc1C	89	108	3	-3	-3	3	85	85
COCCCNC(=S)N1CCN(c2nc(-c3cccc(OC)c3)cs2)CC1	103	90	5	-7	-15	1	101	106
COc1ccc(S(=O)(=O)N2CCCC2C(=O)Nc2nc3c(s2)CCCC3)cc1 (stereo unspecified)	100	108	10	2	-4	-18	101	93
Cc1cc(C(C)(C)C)oc1C(=O)N(CC(=O)NC1CCCC1)c1cccc(C(F)(F)F)c1	103	100	6	-13	0	-11	99	100
COc1ccc(S(=O)(=O)N2CCOCC2)cc1C(=O)Nc1nc2ccccc2s1	100	96	-3	0	3	8	101	96
CCN(CC)S(=O)(=O)c1cccc(C(=O)N[C@H](C(=O)OCC(N)=O)C(C)C)c1	104	100	0	1	-3	13	98	113
Cc1cc(C)c(Cn2cnc3ccccc32)c(C)c1	102	115	-2	0	1	24	100	86
C/C(N)=C(/C#N)C(=O)COC(=O)c1cc(-c2ccccc2)nc2ccc(Br)cc12	99	103	1	8	9	-33	100	100
CC(C)(C)C(=O)OCc1cn(-c2ccc(Cl)cc2)nn1	?	?	0	-2	1	-7	?	108
COc1ccc(/C=C/C(=O)O)cc1Cl	114	116	0	6	6	7	105	88
CC(=O)NCc1ccc(S(=O)(=O)N/N=C/c2ccc(N(C)C)cc2)cc1	100	106	2	5	-3	-11	103	91
CCOCCCNC(=O)c1ccccc1NC(=O)C1=C(C)OCCS1	99	89	4	3	12	-12	107	97
COc1ccc([N+](=O)[O-])cc1NC(=O)C(C)N(C)Cc1ccc(Br)cc1 (stereo unspecified)	101	105	0	6	4	-6	152	113
COc1cc(Cl)ccc1OCc1cc(C(=O)N(C)CCc2c(C)n[nH]c2C)no1	99	75	36	4	2	-15	94	113
COC(=O)c1sc2ncccc2c1OCc1ccc(Cl)cc1	97	92	1	-5	7	-4	89	95
COc1ccc(-c2nnn(CC(=O)NC(=O)NC3CCCCC3)n2)cc1OC	103	104	-1	5	-2	5	101	125
Cc1ccc(Oc2ccc(OCC(=O)NC(C)C(=O)O)cc2)cc1 (stereo unspecified)	98	97	-1	1	-1	-6	104	112
COc1cc(CCC(=O)NCc2ccc(F)cc2)cc(OC)c1OC	97	106	10	4	4	14	115	98
CC(C)(C)C(=O)[C@H]1[C@H](c2ccccc2)[C@@]2(N=C(c3ccccc3)OC2=O)C2c3ccccc3C=NN21 (stereo partly specified)	99	86	3	-8	1	9	101	99
O=C(CN1C(=O)S/C(=C/c2cccs2)C1=O)N1CCCC1	112	109	0	8	13	9	105	85
Cc1ccc2nc3c(c(Nc4ccccc4)c2c1)CCC3	92	108	15	6	-1	7	93	104
CC1(C)CC(=O)C(C(=S)Nc2ccc(F)cc2)=C(NCCN2CCOCC2)C1	105	101	-1	1	2	-2	101	97
Cc1ccc(NC(=O)c2cc(C(=O)c3cc(Cl)ccc3O)cn(-c3ccc(C)cc3)c2=O)cc1	102	91	19	-25	-20	-17	104	96
Cc1ccc(C(=O)Nc2nccs2)cc1	99	109	24	2	6	-27	98	106
CCCCN(CCCNC(=O)CN1C(=O)COc2ccc(S(=O)(=O)N3CCC(C)CC3)cc21)Cc1ccccc1	97	110	1	-10	-5	0	98	104
Cc1cc(OCCSc2nnc(-c3cccs3)n2C)ccc1Cl	98	122	2	1	-4	2	117	124
CCN1C(=O)C(=O)N(CC(=O)Nc2cc(C)ccc2C)C1=O	97	98	0	3	11	8	103	93
CC1CCc2sc(C(=O)N=Nc3c(O)[nH]c4ccccc34)cc2C1 (stereo unspecified)	111	112	84*	-2	6	-4	139	109
COc1ccc(-c2nnc(SCc3cccc(C)c3)n2N)cc1	103	103	-2	10	-6	/	105	97
Cc1ccc(S(=O)(=O)N(C)c2ccc(C(=O)N3CCC(C(N)=O)CC3)cc2)cc1	99	93	0	1	0	/	93	111
S=C(Nc1ccc(Cl)cc1)N1CCN(Cc2ccccc2)CC1	100	99	1	-1	12	-15	99	119
CC(C)(C)C(=O)N(CCN(C(=O)C(C)(C)C)c1ccccc1)c1ccccc1	98	97	0	5	-4	-15	99	97
Cc1ccc(N2C(=O)C(Cl)=C(N3CCCCCC3)C2=O)c(C)c1	104	87	1	-11	2	-10	100	97
CCn1nc(C)cc1C(=O)N1CCCC(C(=O)c2ccc(Oc3ccccc3)cc2)C1 (stereo unspecified)	111	97	-2	5	2	8	105	90
COCCNC(=S)Nc1ccc(N2CCOCC2)c(S(=O)(=O)Nc2ccccc2OC)c1	93	95	3	-16	-5	-4	95	93
Cc1ccc(S(=O)(=O)Nc2ccc(S(=O)(=O)Nc3ncccn3)cc2)cc1	95	97	-2	13	4	0	105	98
CCN(CC)C(=O)CSc1nc2c(sc(=S)n2-c2ccccc2OC)c(=O)n1-c1ccccc1	102	94	2	6	8	15	103	96
Cc1ccccc1NC(=O)N1CCCC1C(=O)NCc1cccs1 (stereo unspecified)	99	97	-1	-2	5	6	99	105
CCCCC1(C)NC(=O)N(CC(=O)Nc2cc(S(=O)(=O)N3CCOCC3)ccc2Cl)C1=O (stereo unspecified)	100	96	2	7	-3	6	95	92
COc1ccc(Nc2nc(N)nc(CSCCO)n2)cc1	92	95	28	10	2	16	99	90
CCOc1ccc(/C=C2\CCCc3c2nc2ccccc2c3C(=O)O)cc1OC	106	129	6	-15	-6	-6	133	118
O=C(N/N=C/c1ccc(Sc2nc3ccccc3[nH]2)o1)c1ccncc1	97	89	10	1	-1	-4	96	98
COc1ccccc1OC(C)C(=O)N1CCC(Cc2ccccc2)CC1 (stereo unspecified)	98	98	-1	0	-6	-2	100	90
COc1cccc(Oc2ccc3nnc(C(F)(F)F)n3n2)c1	96	105	0	0	6	6	101	116
CCc1ccc(OCC2c3cc(OC)c(OC)cc3CCN2C(=S)NCCOC)cc1 (stereo unspecified)	101	90	20	-10	2	-2	97	99
Cc1c2c(nc3c(C(=O)NC4CC4)cnn13)CCCC2	88	89	3	0	1	12	95	123
NNC(=O)CNC(=O)C12CC3CC(CC(C3)C1)C2	99	101	3	-2	-9	0	98	104
O=C(Cn1cncn1)NCc1cccc(OC(F)F)c1	108	100	-3	-3	-8	4	109	96
CC(=O)NCc1ccc(-c2csc(-c3cccs3)n2)cc1	95	111	-5	-3	5	-4	97	98
CCCOc1ccc(N2C(=O)CC(N3CCN(CCN=CC4C(=O)CC(C)(C)CC4=O)CC3)C2=O)cc1 (stereo unspecified)	98	98	-1	-9	-18	-18	96	106
Clc1ccc(Cl)c(OCc2cc(-c3ccccc3Cl)on2)c1	97	121	1	-7	-3	1	104	103
O=C(Nc1ccc(S(=O)(=O)NC2=NCCCCC2)cc1)c1cc(S(=O)(=O)N2CCOCC2)ccc1F	97	93	21	8	-1	6	106	115
O=C(Nc1ncc2c(n1)CC(c1cccc(Cl)c1)CC2=O)c1ccco1 (stereo unspecified)	103	104	5	5	2	-9	104	111
CN(C)/C(=N\S(=O)(=O)c1ccc(F)cc1)c1ccccc1	102	87	-1	4	6	-8	98	89
Cc1ccc(NC(=S)N2CCCC(O)C2)cc1 (stereo unspecified)	96	91	2	1	5	-2	86	84
COc1ccccc1OCCNS(=O)(=O)c1ccc2oc3ccccc3c2c1	101	102	10	10	10	3	112	113
COc1ccccc1CNC(=O)CN(C)S(=O)(=O)c1ccc2c(c1)c(=O)n(C)c(=O)n2C	99	91	0	6	-1	8	100	106
Cc1cccc(N2CCN(C(=O)CCNS(=O)(=O)c3ccc4c(c3)oc(=O)n4C)CC2)c1C	101	98	-1	-4	6	6	104	99
Cc1[nH]c(C)c(S(=O)(=O)NCc2ccco2)c1C(=O)N1CCCCC1	100	93	0	-6	6	-1	100	114
The list continues:
SMILES	RPL19A TOR yeast	LAP4-GFP MLPCN	AHR act	proCasp7 act	proCasp3 act	JMJD2C inh	MEP2-GFP yeast	Yeast superoxide
CC(=O)Nc1ccc(OCC(O)Cn2cncn2)cc1 (stereo unspecified)	99	95	0	-14	-1	-23	96	69
COc1ccc(CCNC(=O)C2CC(=O)N(CCc3ccc(C)cc3)C2)cc1OC (stereo unspecified)	97	98	7	9	-9	-1	99	91
CCc1ccc(N=C2NC(=O)CS2)cc1	104	93	14	6	9	3	107	110
O=C(O)CCCC(=O)Nc1nncs1	81	80	1	3	2	-8	86	107
O=C(NCc1ccco1)Nc1ccc(Br)cc1Cl	65[may fluoresce violet]	91[may fluoresce violet]	-8	0	-4	-5	123[may fluoresce violet]	96
NS(=O)(=O)c1ccc(NC(=O)COC(=O)c2cccc(S(=O)(=O)N3CCCC3)c2)cc1	98	103	-1	4	6	1	95	105
C/C(=N\NC(=O)CSc1nc2nc(C)cc(C)n2n1)c1ccccc1	99	100	10	3	9	3	101	100
COc1ccc(C(=O)NC2CC(C)(C)Cc3c2cnn3-c2ccccc2C)o1 (stereo unspecified)	102	79	0	3	-1	15	97	82
Cn1c(=O)c2c(ncn2CCC(=O)N/N=C/c2ccccc2)n(C)c1=O	95	128	3	3	-14	-4	101	111
Cc1ccc(OCC(=O)NCCCNC(=O)c2ccc(C)nc2)cc1	100	97	-3	-13	6	1	100	135
Cc1ccc(C(c2sc3nc(C)nn3c2O)N2CCOCC2)cc1 (stereo unspecified)	92	/	-1	2	-2	-10	93	93
CCSc1nnc(NC(=O)CCCOc2ccc(C)cc2)s1	102	104	0	-1	2	12	100	105
O=C(CNC(=S)N(Cc1ccccc1)Cc1cccnc1)NC1CCCC1	90	86	-2	-6	4	15	93	98
COc1cccc(C2NC(=O)NC(C)=C2C(=O)OCC2CCCO2)c1 (stereo unspecified)	101	99	1	7	-4	9	104	110
COc1ccccc1NC(=O)COC(=O)[C@@H]1CCCN1C(=O)c1cccs1	99	102	5	10	1	1	99	103
COC(=O)Cc1c(C)c2ccc(OCC(=O)N3CCCC3)c(C)c2oc1=O	101	87	2	-1	-3	0	96	103
CCOC(=O)CCSc1nc(-c2ccccc2)cc(C(F)(F)F)n1	97	95	-2	-2	4	3	94	94
O=c1c(Cl)c(N2CCN(S(=O)(=O)c3ccccc3)CC2)cnn1-c1ccccc1	102	96	-3	3	-3	-22	97	90
Cc1ccc2c(c1)N(CC(=O)N1CCOCC1)C(=O)C(C)O2 (stereo unspecified)	97	97	-1	3	1	-1	99	91

Arranged by count of non-hydrogen atoms (low to high): 3 of the compounds above.
SMILES	RPL19A TOR yeast	LAP4-GFP MLPCN	AHR act	proCasp7 act	proCasp3 act	JMJD2C inh	MEP2-GFP yeast	Yeast superoxide
Cc1ccc2c(c1)N(CC(=O)N1CCOCC1)C(=O)C(C)O2 (stereo unspecified)	97	97	-1	3	1	-1	99	91
COc1ccccc1NC(=O)COC(=O)[C@@H]1CCCN1C(=O)c1cccs1	99	102	5	10	1	1	99	103
NS(=O)(=O)c1ccc(NC(=O)COC(=O)c2cccc(S(=O)(=O)N3CCCC3)c2)cc1	98	103	-1	4	6	1	95	105
